NRP1-CendR mod: NRP-1/CendR interaction modulation; inhibition, % at 25 µM; O14786; FAM-RPARPAR peptide binding to NRP-1, fluorescence polarization; AID 602438; actives 0.85% (n = 360,000);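 active = inhibition or corrected inhibition above about 18%, plus a signal ratio from 0.5 to 1.5, limit read from the data, passing the limit was not always enough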; also: strong numbers were not always called active
LMPTP block: LMPTP (human) inhibition. inhibition, % at 20 µM. actives 0.22% (n = 360,000). recombinant LMPTP-A, OMFP fluorogenic substrate, fluorescence intensity;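 active = compounds that cut the enzyme signal by at least half of the control window in the single-dose screen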;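 also: plate controls were DMSO wells with enzyme plus substrate for no effect and substrate without enzyme for full effect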
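Test system – LMPTP-A phosphatase enzyme · Quantity – 0.625 nM LMPTP-A final · Reagent – OMFP substrate, 400 µM final · Dosing – one test concentration per compound, 20 µM, with 3% DMSO overall · Timing – 50 min enzyme reaction at room temperature, protected from light · Detection – fluorescence intensity · Controls – substrate-only low control, DMSO enzyme-plus-substrate high control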
DNMT1 inh: blocks human DNA methyltransferase DNMT1; P26358; DNMT1 molecular beacon, Hinp1I cleavage, fluorescence; inhibition (reported as % activation of signal), % at 10 µM; actives 0.83% (n = 360,000); AID 588458; in the data active = inhibition above about 50%
SKN-1 block: inhibitors of C. elegans SKN-1. C. elegans VP596 Pgst-4::GFP/RFP ratio, acrylamide-induced, 24 h. inhibition, % at 21.8 µM. actives 0.49% (n = 360,000). AID 624304;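 active = interference check ratio from 0.5 to 1.5 plus GFP to RFP signal ratio inhibition reaching or exceeding a fixed threshold, cut at about 30% in these data, passing the limit was not always enough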; also: some compounds called inactive have numbers as strong as hits
NadD block: NadD (S. aureus) enzyme inhibition; purified NadD enzyme, colorimetric absorbance read-out; inhibition, % at 20 µM; actives 0.78% (n = 360,000); AID 602399; in the data active = inhibition above about 26%; also: some compounds past the cut are filed as inactive
STEP block: STEP (human) phosphatase inhibition | actives 0.25% (n = 360,000) | inhibition, % at 20 µM | recombinant STEP, OMFP fluorogenic substrate, fluorescence | P54829 | AID 588621;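 active = inhibition at 20 µM, scaled per plate between control wells, above about 37%, limit read from the data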;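 also: 0% = DMSO with enzyme and substrate and 100% = substrate only without enzyme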
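Material: STEP (striatal-enriched tyrosine phosphatase) enzyme, cell-free | Medium: 50 mM Bis-Tris pH 6.0 with 2.5 mM DTT and 0.005% Tween 20 | Read-out: Percent inhibition scaled to no-enzyme and uninhibited-enzyme controls, plate-pattern corrected | Signal: Fluorescence read at 480 nm ex / 540 nm em | Times: 20 min reaction, room temperature, in the dark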
SUMO1-SIM PPI: alters human SUMO1 binding to SIM partners. P63165. SUMO1 binding to a labelled peptide, TR-FRET, 1 h. inhibition, % at 20 µM. actives 0.33% (n = 360,000); in the data active = inhibition above about 37%
Target sequence (P63165 whole entry, looked up): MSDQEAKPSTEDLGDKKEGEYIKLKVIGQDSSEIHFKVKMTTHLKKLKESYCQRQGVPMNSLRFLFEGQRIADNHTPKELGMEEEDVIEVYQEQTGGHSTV
Scp-1 inhibitor: Scp-1 (human) phosphatase inhibition | Q9GZU7 | Recombinant Scp1, phosphopeptide, malachite green phosphate absorbance | inhibition, % at 20 µM | actives 0.88% (n = 340,000);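 active = inhibition above about 50% at 20 µM, limit read from the data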;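 also: plate controls were DMSO wells with enzyme for no effect and wells lacking enzyme for full effect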
Target sequence (Q9GZU7 76-261 limits assumed): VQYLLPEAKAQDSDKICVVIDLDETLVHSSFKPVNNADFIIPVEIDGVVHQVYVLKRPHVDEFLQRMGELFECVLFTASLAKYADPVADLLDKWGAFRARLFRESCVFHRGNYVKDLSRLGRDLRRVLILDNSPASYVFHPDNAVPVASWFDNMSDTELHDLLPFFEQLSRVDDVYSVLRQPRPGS
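Material: truncated SCP-1 phosphatase (76-261aa) / Buffer or medium: 50 mM Tris acetate pH 5.5, 0.005% Tween-20, 10 mM MgCl2 / Compound dosing: one concentration, 20 µM, with 1.0% DMSO / Incubation: 45 min room-temperature reaction, 5 min colour, 30 min stabiliser / Detection: colorimetric free-phosphate detection, absorbance 630 nm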
Neddyl block: blocks human cullin neddylation. P61081+Q13564. TR-FRET cullin neddylation, biochemical. calls only at 25 µM. actives 0.58% (n = 360,000). AID 651699; in the data active = inhibition above about 36%
Target sequence (P61081 whole entry, looked up): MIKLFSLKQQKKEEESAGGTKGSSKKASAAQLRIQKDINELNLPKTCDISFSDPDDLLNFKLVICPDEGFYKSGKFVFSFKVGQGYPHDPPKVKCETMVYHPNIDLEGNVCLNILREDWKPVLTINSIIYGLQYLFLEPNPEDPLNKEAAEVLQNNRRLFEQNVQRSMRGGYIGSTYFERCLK
Target sequence (Q13564 whole entry, looked up): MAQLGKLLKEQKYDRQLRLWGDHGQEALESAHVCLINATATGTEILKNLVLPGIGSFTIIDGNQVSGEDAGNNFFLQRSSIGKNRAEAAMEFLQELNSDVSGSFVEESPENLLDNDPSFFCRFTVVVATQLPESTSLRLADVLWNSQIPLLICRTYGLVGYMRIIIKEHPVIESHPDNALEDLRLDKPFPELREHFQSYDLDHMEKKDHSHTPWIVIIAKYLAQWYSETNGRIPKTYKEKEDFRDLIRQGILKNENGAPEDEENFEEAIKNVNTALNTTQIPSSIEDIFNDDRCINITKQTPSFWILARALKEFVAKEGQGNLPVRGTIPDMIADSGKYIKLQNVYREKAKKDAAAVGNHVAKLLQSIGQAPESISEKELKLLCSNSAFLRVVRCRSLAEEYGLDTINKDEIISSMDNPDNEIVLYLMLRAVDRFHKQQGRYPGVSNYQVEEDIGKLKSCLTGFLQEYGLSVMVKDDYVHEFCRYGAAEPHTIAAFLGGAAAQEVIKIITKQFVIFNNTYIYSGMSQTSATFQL
TbMetRS inhib: Trypanosoma brucei MetRS inhibition. purified T. brucei MetRS, ATP depletion, Kinase-Glo luminescence. inhibition, % at 11.9 µM. AID 624268. actives 0.4% (n = 360,000);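 active = inhibition above a per-plate cutoff of the control wells' mean inhibition plus 3 SD, cut at about 5.5% in these data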;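 also: 0% = DMSO wells median and 100% = median of wells with control inhibitor compound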
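Assay system: T. brucei methionyl-tRNA synthetase, purified | Medium: HEPES buffer with MgCl2, KCl, DTT, spermine, BSA, pyrophosphatase | Compound: 11.9 µM single point | Incubation: 15 min enzyme-compound preincubation, 2 h reaction, 10 min detection, 25 °C | Measured by: Kinase-Glo luciferase luminescence reporting remaining unconsumed ATP | Measure: % inhibition normalized to control-well medians | Replication: Singlicate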
The depositor's hits bear a star; i = inactive; x = no result given.

SMILES	NRP1-CendR mod	LMPTP block	DNMT1 inh	SKN-1 block	NadD block	STEP block	SUMO1-SIM PPI	Scp-1 inhibitor	Neddyl block	TbMetRS inhib
O=C(CCCc1ccccc1)NCCCc1ccccc1	-6	-0.2	0	18	0	0	2	-7	i	-0.7
Cc1ccccc1/C(N)=N/OC(=O)c1ccc(F)cc1	0	0.6	0	7	3	-2	4	-7	i	0.0
O=C(/C=C/c1ccc(F)cc1)N1CCN(Cc2ccccc2)CC1	0	-1.1	2	-10	-5	-1	-9	-8	i	-0.6
Cc1ccc(S(=O)(=O)NCCCCCC(=O)NCCc2ccccc2)cc1	12	0.2	-2	7	2	3	4	-4	i	-1.8
O=C(COc1ncnc2ccccc12)c1ccc(Cl)cc1	-2	-0.8	-3	0	10	-1	-2	4	i	0.3
O=C(CN1CCN(Cc2ccc(F)cc2)CC1)NCCc1ccccc1	3	-0.4	1	15	-3	-2	2	-10	i	0.8
O=C1c2ccccc2[C@@H]2C[C@@H](O)[C@H](Nc3cccc(Cl)n3)CCN12	4	-2.5	1	-1	-6	4	-1	4	i	-0.8
C/C(=N\NC(=S)NCc1ccccc1)c1ccccc1F	5	2.7	-3	5	7	-3	3	-5	i	0.0
CCC(=O)c1ccc(OCC(=O)Nc2cccc(S(=O)(=O)N(C)c3ccccc3)c2)cc1	9	3.3	-11	3	-5	-2	1	-5	i	-0.3
COc1ccc(C(=O)NCC(C)NC(=O)c2ccc(OC)c(OC)c2)cc1OC (stereo unspecified)	-6	-1.1	0	2	4	-2	3	-10	i	-0.5
CC(=O)Nc1c(O)nc(SCC(=O)Nc2sc3c(c2C#N)CCCCCC3)[nH]c1=O	-2	1.2	-4	5	6	1	0	6	i	-0.3
COc1ccc(CCNC(=O)C/C(C)=N/NC(=O)C2CCCCC2)cc1OC	10	-1.1	5	3	2	-1	-1	-5	i	-0.7
COc1ccccc1C1CC(=O)Oc2cc(C)cc(C)c21 (stereo unspecified)	-9	0.0	5	-19	-2	2	4	1	i	-2.4
O=C(Nc1ccccc1)c1ncoc1-c1ccc(Cl)cc1	-2	-2.3	2	5	-2	-1	2	-14	i	-1.1
O=[N+]([O-])c1cccc2ncccc12	-8	-0.4	-1	-4	-1	3	-23	-7	i	x
CS(=O)(=O)N(CC(=O)NCCSC1CCCCC1)c1ccc2c(c1)OCO2	9	0.6	5	-23	4	-1	0	1	i	-1.7
Cc1ccc(S(=O)(=O)N2CCC(C(=O)N3CCC[C@H]3C(=O)NCc3ccccc3)CC2)cc1	-5	0.4	3	-14	4	1	3	-5	i	-0.2
O=C(NCN1C(=O)C2C3C=CC(C3)C2C1=O)OC1CCCCC1 (stereo unspecified)	-25	-1.1	1	-18	2	-1	-3	-10	i	-0.1
O=C(NCCOC(=O)c1ccc(Cl)cc1)c1cccnc1	2	-1.0	0	7	4	-3	-1	-3	i	0.8
CN(c1ccccc1)c1ccc(/C=N/NC(=O)CC#N)cc1	-15	1.1	-12	9	-3	0	-4	-12	x	0.3
COc1ccccc1NC(=O)C(C)N1C(=O)C2CCCCC2C1=O (stereo unspecified)	-2	-0.9	2	12	-1	-3	-1	-8	i	-0.3
Cc1ccc(S(=O)(=O)N(C)C[C@@H]2OCc3cn(nn3)CCCC(=O)N([C@H](C)CO)C[C@H]2C)cc1	8	2.0	14	9	-6	2	3	x	i	-1.1
COc1ccc2c(c1)CCc1cc(C(=O)N3CCN(c4ccc(N5CCOCC5)nn4)CC3)sc1-2	-3	14	-25	0	11	5	2	18	x	0.5
COc1ccc(/C=C2/Sc3ccc(C(=O)N4CCOCC4)cc3NC2=O)cc1OC	4	-0.5	-1	34	3	2	-11	-3	i	-0.1
Cc1ccc(-c2nc(-c3ccc(Cl)cc3)sc2CC(=O)O)c(C)c1	11	0.3	3	-7	3	1	15	-8	i	-0.7
Cc1ccc(S(=O)(=O)NCCNC(=O)C2CCCNC2=O)cc1 (stereo unspecified)	0	-1.4	0	-19	-4	3	4	-2	i	-0.4
CCC1(c2ccc(Cl)cc2)NC(=O)N(CC(=O)NC2CCCC(C)C2C)C1=O (stereo unspecified)	3	0.7	-1	21	-1	-1	4	-7	i	0.1
CCC1(c2ccccc2)NC(=O)N(CC(=O)Nc2cccc(C#N)c2)C1=O (stereo unspecified)	6	0.4	-4	-8	-3	-3	-1	18	i	-0.4
CCOC(=O)C1CCCN(C(=O)CSc2nccn2C)C1 (stereo unspecified)	17	-1.9	0	10	0	1	3	6	i	-0.2
O=C(CSc1nnc(-c2cccnc2)n1Cc1ccccc1)N1CCOCC1	-11	-2.1	2	10	0	1	-1	-8	i	-0.1
O=C(CCCCl)Nc1c2c(nn1-c1ccccc1)CSC2	11	-1.3	-3	-2	4	3	0	-3	i	-0.3
Cn1c(SCC(=O)Nc2cccc(O)c2)nnc1-c1ccc(S(=O)(=O)N2CCOCC2)cc1	9	0.6	-1	2	3	0	1	-8	i	-0.3
CCc1ccc(NC(=O)COC(=O)c2ccc(Cl)c(S(=O)(=O)N3CCCCCC3)c2)cc1	2	1.5	2	-8	-12	2	-5	-8	i	-1.3
O=C(NCC(=O)N(Cc1cccs1)C(C(=O)NC1CCCCC1)c1ccco1)c1ccco1 (stereo unspecified)	-2	-1.4	-2	-1	-5	-3	-2	-3	i	0.0
COc1ccccc1CCN=C(N)NS(=O)(=O)c1ccccc1F	4	-0.3	2	-8	9	-1	2	-9	i	1.5
C=CCc1c(C)[nH]c2ccc(C)cc2c1=O	4	-0.1	1	-14	2	0	3	-2	i	2.0
Cc1ccc(S(=O)(=O)N2CCC[C@H]2C(=O)Nc2ccccc2Cl)cc1	8	-0.9	0	2	-6	-2	0	-10	i	-0.1
CSc1ncccc1C(=O)Nc1nc2c(C)cccc2s1	12	1.5	-1	11	-7	-1	-2	-1	i	-0.9
COC(=O)c1ccccc1CC1Cc2cc3c(cc2C1=O)CCC3 (stereo unspecified)	4	2.4	10	-18	0	-1	1	-5	i	-0.5
COC(=O)[C@@]1(Cc2ccccc2)[C@H]2C(=O)N(C)C(=O)[C@H]2[C@H]2CN=C(SCC3CC3)N21	-16	-2.1	3	10	7	-3	3	7	i	-0.6
O=C(NCCNC(=O)c1ccccn1)c1ccc(F)cc1	7	0.1	1	11	-4	-5	8	-3	i	-0.2
Cc1cccc(C(=O)Nc2ccccc2SCC(=O)Nc2ccc(C)c(Cl)c2)c1	-2	1.2	6	2	1	-2	-3	-10	i	-0.7
CCCOc1ccc(-c2csc3nc[nH]c(=O)c23)cc1	-21	-1.2	5	0	1	-6	6	-1	i	-0.9
O=C(Nc1ncnc2sc3c(c12)CCCCC3)c1ccccc1	2	-0.8	-1	-13	-1	-1	0	-9	i	-0.8
Cc1ccc(C)c(NC(=O)CNC(=O)N2CC(=O)Nc3ccccc32)c1	8	0.1	-2	18	2	-2	0	-1	i	-0.2

Laid out differently: entries from further up
mol | NRP1-CendR mod | LMPTP block | DNMT1 inh | SKN-1 block | NadD block | STEP block | SUMO1-SIM PPI | Scp-1 inhibitor | Neddyl block | TbMetRS inhib
O=C(CCCCl)Nc1c2c(nn1-c1ccccc1)CSC2 | 11 | -1.3 | -3 | -2 | 4 | 3 | 0 | -3 | i | -0.3
Cn1c(SCC(=O)Nc2cccc(O)c2)nnc1-c1ccc(S(=O)(=O)N2CCOCC2)cc1 | 9 | 0.6 | -1 | 2 | 3 | 0 | 1 | -8 | i | -0.3

The listing continues:
SMILES	NRP1-CendR mod	LMPTP block	DNMT1 inh	SKN-1 block	NadD block	STEP block	SUMO1-SIM PPI	Scp-1 inhibitor	Neddyl block	TbMetRS inhib
CCCCn1c(N)c(N(CCOC)C(=O)c2ccc(N3CCCC3)c([N+](=O)[O-])c2)c(=O)[nH]c1=O	-8	1.7	2	11	4	0	-31	-3	i	-0.5
CCOc1ccc(NC(=S)c2ccncc2)cc1	3	-2.4	-4	-3	-3	2	-9	-6	i	1.4
CC(C)c1ccc(NC(=O)C2C3C=CC4(O3)C2C(=O)N(CCN2CCOCC2)C4C(=O)NC2CCCCC2)cc1 (stereo unspecified)	1	-0.8	-1	0	-2	0	-2	-1	i	-0.3
COC(=O)Nc1ccc(S(=O)(=O)NC2CCCCC2)cc1	3	-0.2	3	5	3	-1	3	-10	i	0.2
O=C(O)/C=C/C(=O)Nc1cccc2c1-c1ccccc1C2=O	-5	-1.7	-4	5	1	1	-26	7	i	-0.4
NC(=O)c1sc2nc(-c3ccco3)ccc2c1N	-108	13	98*	9	14	10	37	4	i	0.4
COc1cc(/C=C/C(=O)NC(C)C)ccc1OCc1ccccc1	16	-0.3	-3	4	-6	0	-15	-5	i	0.4
CN(C(=O)CSCC(=O)O)C1CCCCC1	-8	1.1	-1	4	-3	-1	0	-1	i	-0.5
CCN1C(C(=O)c2ccccc2)=C(Nc2ccccc2C)c2ccccc2S1(=O)=O	1	0.0	-6	8	-3	4	1	-8	i	-1.1
Cc1nn(C)c(C(=O)N/N=C/c2cccnc2)c1Cl	3	-1.4	2	-8	0	-4	-5	-8	i	0.2

Entries from the list above that contain an aryl methoxy group (8):
SMILES	NRP1-CendR mod	LMPTP block	DNMT1 inh	SKN-1 block	NadD block	STEP block	SUMO1-SIM PPI	Scp-1 inhibitor	Neddyl block	TbMetRS inhib
COc1ccc(C(=O)NCC(C)NC(=O)c2ccc(OC)c(OC)c2)cc1OC (stereo unspecified)	-6	-1.1	0	2	4	-2	3	-10	i	-0.5
COc1ccc(CCNC(=O)C/C(C)=N/NC(=O)C2CCCCC2)cc1OC	10	-1.1	5	3	2	-1	-1	-5	i	-0.7
COc1ccccc1C1CC(=O)Oc2cc(C)cc(C)c21 (stereo unspecified)	-9	0.0	5	-19	-2	2	4	1	i	-2.4
COc1ccccc1NC(=O)C(C)N1C(=O)C2CCCCC2C1=O (stereo unspecified)	-2	-0.9	2	12	-1	-3	-1	-8	i	-0.3
COc1ccc2c(c1)CCc1cc(C(=O)N3CCN(c4ccc(N5CCOCC5)nn4)CC3)sc1-2	-3	14	-25	0	11	5	2	18	x	0.5
COc1ccc(/C=C2/Sc3ccc(C(=O)N4CCOCC4)cc3NC2=O)cc1OC	4	-0.5	-1	34	3	2	-11	-3	i	-0.1
COc1ccccc1CCN=C(N)NS(=O)(=O)c1ccccc1F	4	-0.3	2	-8	9	-1	2	-9	i	1.5
COc1cc(/C=C/C(=O)NC(C)C)ccc1OCc1ccccc1	16	-0.3	-3	4	-6	0	-15	-5	i	0.4

Screens from PubChem.
